Assay outcomes (PubChem)
HTR5A inv ctr: HTR5A inverse agonists in luminescence cell assay, primary screen, counter-screen for OPRM1-OPRD1 heterodimer inverse agonist project, full-deck HTS; inhibition, % at 9.3 µM; HTR5A cell line, inverse agonism; 5-hydroxytryptamine receptor 5A (Homo sapiens), P47898; hit rate 0.083% among 340,000; in the data active = inhibition mostly above about 23%, no sharp cut-off; inactive = mostly below about 18%;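 also: 0% = cells with DMSO and 100% = no-cell wells with DMSO; some compounds called inactive have numbers as strong as hits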
Target sequence (P47898 whole entry, looked up): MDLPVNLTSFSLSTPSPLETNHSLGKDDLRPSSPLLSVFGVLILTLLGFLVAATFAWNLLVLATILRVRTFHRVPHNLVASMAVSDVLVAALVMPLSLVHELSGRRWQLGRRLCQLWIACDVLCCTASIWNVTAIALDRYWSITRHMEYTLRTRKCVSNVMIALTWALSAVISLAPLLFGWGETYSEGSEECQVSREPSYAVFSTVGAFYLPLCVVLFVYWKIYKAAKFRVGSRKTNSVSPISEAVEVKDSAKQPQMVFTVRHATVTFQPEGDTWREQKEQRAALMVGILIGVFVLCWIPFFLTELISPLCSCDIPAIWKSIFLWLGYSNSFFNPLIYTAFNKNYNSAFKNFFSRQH
DSG3 Ab inh: inhibitors of pemphigus antibody binding to DSG3, primary screen, biochemical, bead-based, flow cytometry, scFv-GFP. binding (percent of control), % at 10 µM. hit rate 0.48% among 310,000. Desmoglein-3 (Homo sapiens), P32926. DSG3-coupled beads, scFv-anti-DSG3-GFP binding; active compounds read low;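 active = binding more than 3 SD below its plate's average and above zero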;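 also: hits lower antibody fragment binding to DSG3; some compounds called inactive have numbers as strong as hits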
PKA-R1A activ: activators of PKA-R1A holoenzyme, primary screen, biochemical, fluorescence polarization, Cy5-IP20, bovine R1A, mouse PKAc | cAMP-dependent protein kinase type I-alpha regulatory subunit (Bos taurus) + … | PKA-R1A dissociation; scaled: DMSO 0%, 113 µM cGMP 100% | activation, % at 11.4 µM | hit rate 0.083% among 340,000 | AID 504707, 2011;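 active = percent activation above the mean of all tested compounds plus 3 SD, cut at about 19% in these data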;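 also: higher means more PKAc released from R1A so a rise in polarization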
PfHsp90 yeast 2: growth inhibition of PfHsp90-expressing yeast, primary screen, antimalarial PfHsp90 inhibitor project, S. cerevisiae, BacTiter-Glo luminescence, single point, set 2 | inhibition, % at 9.4 µM | AID 504621, 2011 | hit rate 0.32% among 310,000 | BacTiter-Glo ATP, 48 h; yeast lacking PDR1 and PDR3 efflux regulators;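 active = every replicate shows inhibition above about 80%, whatever the replicate mean, limit read from the data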;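 also: 0% = DMSO neutral controls and 100% = 20 µM radicicol positive controls; yeast relying on Plasmodium falciparum Hsp90 in place of its own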
E coli growth: E. coli V3065 growth inhibition, primary screen, counter-screen for AddAB inhibitor project, absorbance, OD600; inhibition, % at 11.9 µM; 18 h; hit rate 0.27% among 330,000;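 active = inhibition above the campaign's mean inhibition across all tested compounds plus 3 SD, cut at about 9.9% in these data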;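 also: uninfected addAB+ strain grown without phage in ampicillin broth; 0% = DMSO wells and 100% = ciprofloxacin 0.95 µg/ml wells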
AddAB inh: growth inhibition of E. coli expressing H. pylori AddAB, primary screen, AddAB inhibitor project, absorbance; hit rate 0.29% among 330,000; inhibition, % at 11.9 µM; AID 435030, 2010; in the data active = inhibition above about 12%;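 also: 0% = vehicle wells of infected cells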
SUMO Mot1 rescue: yeast Mot1-301 growth rescue at high temperature, primary screen, SUMOylation pathway inhibitor project, S. cerevisiae, ATP luminescence, 38.5C | growth rescue, % at 18.8 µM | S. cerevisiae Mot1-301 growth rescue; percent above DMSO median, 100 means doubled | hit rate 1% among 320,000;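 active = every valid replicate shows activation above 250% relative to neutral control wells; inactive = the rest, any valid replicate at or below 250%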;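 also: OY570 slx delta 5 strain wells were the positive control but not used for scaling; some compounds called inactive have numbers as strong as hits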
OPRM1-OPRD1 inv: inverse agonists of MOR-DOR heterodimerization, primary screen, cell-based, luminescence; Mu-type opioid receptor (Homo sapiens) + Delta-type opioid receptor (Homo sapiens), …; cell-based MOR-DOR heterodimer luminescence, inverse agonism; inhibition, % at 9.3 µM; hit rate 0.21% among 340,000; in the data active = inhibition above about 22%, passing the limit was not always enough;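 also: 0% = cells with DMSO and 100% = wells without cells with DMSO; values of inactives mirror those of a sister screen read the other way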
phage Ecoli inh: growth loss of phage-infected E. coli, primary screen, RecBCD inhibitor project, absorbance, with phage, HTS. inhibition, % at 11.9 µM. hit rate 0.26% among 360,000. AID 651602, 2012; in the data active = inhibition above about 11%
HTR5A ag ctr: HTR5A agonists in luminescence cell assay, primary screen, counter-screen for OPRM1-OPRD1 heterodimer agonist project, full-deck HTS; AID 504692, 2011; 5-hydroxytryptamine receptor 5A (Homo sapiens), P47898; activation, % at 9.3 µM; hit rate 0.61% among 340,000; cell-based; in the data active = activation mostly above about 9.5%, no sharp cut-off; inactive = mostly below about 7.6%;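 also: 0% = cells with vehicle only and 100% = reference agonist; strong numbers were not always called active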
MOR-DOR ag: agonists of OPRM1-OPRD1 heterodimerization, primary screen, cell-based, luminescence; Mu-type opioid receptor (Homo sapiens) + Delta-type opioid receptor (Homo sapiens), …; cells; activation, % at 9.3 µM; hit rate 0.3% among 340,000; in the data active = activation above about 18%;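 also: 0% = vehicle-treated cells and 100% = reference agonist; values of inactives mirror those of a sister screen read the other way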
* = called active by the depositor; nt = no result given; & = joins results of further samples.

Below each SMILES – MOR-DOR ag	SUMO Mot1 rescue	PfHsp90 yeast 2	DSG3 Ab inh	E coli growth	PKA-R1A activ	HTR5A ag ctr	HTR5A inv ctr	OPRM1-OPRD1 inv	phage Ecoli inh	AddAB inh
COc1ccc(C2c3[nH]c4ccccc4c3C[C@H]3C(=O)N(c4ccccc4C(=O)N4CCC[C@H]4C(=O)O)C(=O)N23)cc1 (some centres undefined)
 : -0.6	21.5	-1.1	104.4	0.7	-7.4	1.2	-10.5	3.0	2.8	5.9
Cc1ccc(O)c(CNc2nc3ccccc3n2C(C)C)c1
 : -1.2	-10.8	5.9	96.0	2.1	-16.7	0.0	0.0	5.4	3.3	5.2
COc1ccccc1NS(=O)(=O)c1ccc(Cl)c(NC(=O)C(C)N2C(=O)c3ccccc3C2=O)c1 (centres undefined)
 : -0.6	22.8	-105.8	107.1	-0.3	2.8	-2.5	-0.1	2.9	2.2	-0.3
COc1ccc(Br)c2oc(SC)cc(=O)c12
 : 0.6	-10.5	-9.0	106.5	0.2	-1.7	-7.8	19.9	-3.3	3.0	2.3
O=C(O)CN(c1ccccn1)S(=O)(=O)c1ccc(Cl)cc1
 : -0.3	589.2*	-10.1	nt	-1.9	-10.6	4.4	-12.7	1.9	2.2	2.7
Nc1cccnc1-n1nc(C(F)(F)F)cc1C(F)(F)F
 : 0.0	-14.5	nt	109.2	-1.7	-9.4	1.7	-4.7	0.1	-2.1	0.6
CN(C(=O)COC(=O)Cc1c(Cl)cccc1Cl)C1CCS(=O)(=O)C1 (centres undefined)
 : -2.4	-17.8	-17.4	103.8	-1.9	8.3	-1.0	3.5	12.7	2.0	-0.4
CCOC(=O)C1CCN(C(=O)CN(c2ccc(Oc3ccccc3)cc2)S(C)(=O)=O)CC1
 : -1.6	-6.8	-13.1	103.7	-0.2	-7.1	1.2	-3.4	7.9	-0.5	0.3
O=C(CSc1ccc(-c2ccccn2)nn1)N1CCCCC1
 : 0.6	-7.3	nt	114.3	7.5	4.4	-1.4	9.7	-2.9	4.6	8.9
CN(CC(=O)Nc1cccc(F)c1)C(=O)c1ccccc1Cc1ccccc1
 : 4.4	-11.2	-13.4	94.7	-1.6	12.2	5.8	-15.2	-29.9	0.5	1.7
CCOc1ncccc1C(=O)OCc1c(F)cccc1Cl
 : 2.2	nt	-18.7	103.7	1.8	-5.8	3.2	-8.9	-12.2	0.5	0.3
COc1ccc(Oc2cn[nH]c2-c2ccc(OC)cc2O)cc1
 : 2.8	0.3	13.6	105.2	1.9	-7.0	1.0	-3.6	-13.5	3.7	2.0
CCOC(=O)c1oc2ccccc2c1NC(=O)c1ccco1
 : -2.5	6.9	-14.8	101.9	-0.9	-1.4	4.3	5.8	13.3	0.4	0.1
CN(C)CCC(c1ccc(Cl)cc1)c1ccccn1 (centres undefined)
 : -2.5&-2.7	-8.6&6.3	10.5&17.6	112.1&123.9	1.9&0.5&-1.6	-3.4&12.1	2.0&-0.4	7.7&-21.3	14.1&14.7	6.6&1.9	0.6&-3.4&-0.6
O=C(Nc1ccc(O)cc1)N1CCOCC1
 : 3.1	-8.9	0.0	110.4	-0.2	8.0	-0.4	1.6	-15.5	2.5	1.5
CCCCSc1nc2sc3c(c2c(=O)n1-c1ccccc1)CCN(C)C3
 : -0.7	-20.9	-11.5	107.3	-0.8	-1.7	0.8	-3.0	3.5	-1.8	-1.7
COc1cccc(OCc2cc(C(=O)N(Cc3ccccc3)CC3CC3)no2)c1
 : 3.7	2.6	11.0	nt	-2.1	1.3	9.8	7.8	-19.4	0.7	4.5
CCOc1ccccc1NC(=O)CCCCCN1C(=O)[C@@H]2Cc3ccccc3CN2C1=O
 : -1.7	19.6	28.7	99.0	-0.9	1.7	3.6	28.8	9.2	-0.2	1.1
O=C(c1cc(C(=O)c2ccco2)cc(C(=O)c2ccco2)c1)c1ccco1
 : 2.0	-10.7	-27.1	91.6	1.8	-0.3	-2.8	7.2	-10.2	2.1	2.8
CN1C(=O)/C(=C/c2ccccc2Cl)Sc2ccc(C(=O)NCc3cccnc3)cc21
 : -2.7	67.7	5.8	90.4	-2.1	-14.2	-1.8	29.2	14.1	-1.0	-0.7
CCOC(=O)c1c(NC(=O)CC2SC(N)=NC2=O)sc2c1CCC(C)C2 (centres undefined)
 : -3.3	236.9	-50.0	116.0	-3.9	-5.0	3.5	-11.9	17.7	-0.2	1.6
CCCCNC(=O)c1[nH]c(C)c(C(C)=O)c1C
 : -4.2	0.0	2.1	99.7	-0.6	1.4	-0.4	0.9	20.5	3.4	2.1
CCOc1ccc(C2CC(c3ccc(CC)cc3)Nc3nc(N)nn32)cc1 (centres undefined)
 : 0.5	223.8	33.3	109.8	0.7	-4.6	-4.4	12.2	-2.5	0.1	1.1
O=C(N/N=C/c1cccnc1)c1cccc(NC(=O)c2ccc(Cl)cc2)c1
 : 3.2	-24.4	-27.1	nt	3.0	4.0	0.0	-9.1	-19.9	nt	4.9
COCCNC(=O)C1CC2Cn3c(nc4cc5ccccc5cc43)C2N1C (centres undefined)
 : -5.1	-5.5	7.3	124.0	-0.5	-9.9	-4.4	11.4	23.5	2.6	3.0
CCCCN1C(=N)N([C@@H](C)CN2CCC[C@H]2CN2C(N)=NC[C@@H]2Cc2ccccc2)C[C@H]1Cc1ccccc1
 : -3.4	-13.8	24.7	111.9	-0.2	4.4	9.4	-27.5	19.5	0.9	1.9
NC1=NC2CS(=O)(=O)CC2S1 (centres undefined)
 : -0.3	-3.6	2.1	95.5	-2.0	-12.0	7.2	8.3	1.5	1.8	2.4
CC(=O)Cn1c(=O)c2c(nc3n2CCCN3Cc2ccccc2)n(C)c1=O
 : -3.0	325.0	0.0	96.0	-0.1	-0.7	-3.6	5.3	14.9	0.8	1.2
O=C(CCc1nc2ccccc2c(=O)[nH]1)NC1CCN(Cc2ccccc2)CC1
 : -0.2	-9.5	nt	101.5	-0.6	10.0	3.9	-14.2	1.2	1.1	3.0
O=C(NC(=S)Nc1ncccn1)c1ccc(Cl)cc1Cl
 : -3.8	-34.2	nt	117.0	-0.8	-8.5	-2.7	6.8	17.8	0.8	-0.3
COc1ccc(S(=O)(=O)N2CCN(C(=O)N(C)C)C2C)cc1 (centres undefined)
 : 1.4	0.1	3.9	104.2	-1.5	-1.4	2.0	-15.7	-11.4	0.8	4.1
CCC(=O)N1CCN(c2ccc(NC(=O)c3ccco3)cc2)CC1
 : -2.5	-3.9	16.1	nt	-0.8	-3.8	-6.5	16.2	10.7	3.4	1.3
COc1ccc(CS(=O)(=O)CC(C)(O)c2ccc(Cl)cc2)cc1 (centres undefined)
 : -0.1	-0.4	1.1	102.8	-0.4	-9.3	3.6	-13.7	0.3	-2.2	-2.7
COC(=O)Nc1ccc(OCc2ccccc2)cc1
 : -3.0	12.1	-27.2	97.2	2.7	12.1	7.2	-9.2	17.1	1.6	0.8
Cc1cc(Cl)c(S(=O)(=O)NCC2CCCO2)cc1OCC(N)=O (centres undefined)
 : -0.5	-9.3	-14.4	116.8	-2.2	-0.2	0.0	-21.9	2.8	1.4	0.0
CCN1CCN(c2nc(-c3ccccn3)nc3ccccc23)CC1
 : -3.1	nt	nt	86.5	-1.2	-4.2	0.7	-1.8	15.6	-1.3	-1.5
COc1ccc(C(O)(C(C)C)C(CN2CCOCC2)c2ccccc2)cc1 (centres undefined)
 : 8.8	-7.4	-6.2	96.1	nt	-0.9	2.3	-9.0	-50.5	3.7	nt
COC(=O)n1c(=O)oc2cc(S(=O)(=O)N3CCCCC3)ccc21
 : 0.3	44.3	-2.5	95.6	-0.9	0.7	-1.2	-14.2	-1.6	2.6	-3.3
COC(=O)c1cccc(-n2cnnn2)c1
 : -2.2	-31.4	2.5	102.7	0.4	-10.5	-3.8	-3.9	12.1	2.9	2.3
CCCCNc1c(N)n(CC(C)C)c(=O)[nH]c1=O
 : 0.0	-23.6	-6.1	106.8	0.3	-5.3	-4.3	-20.7	0.2	0.5	3.1
O=c1c2cc(Cl)ccc2[nH]c(=S)n1Cc1cccs1
 : 2.1	20.5	9.2	117.6	1.9	3.5	1.5	21.1	-11.3	3.9	1.0
CCOc1ccc(S(=O)(=O)NC(Cc2cnc[nH]2)C(=O)O)cc1 (centres undefined)
 : 2.0	-0.1	-5.9	8.8*	0.2	4.1	-0.1	0.3	-10.3	-1.1	1.0
CCc1ccc2oc(C(=O)Nc3nonc3CC)c(C)c2c1
 : 4.2	nt	25.4	nt	-2.6	5.2	3.6	-1.4	-21.6	3.4	3.2
Cc1cc(=O)[nH]c(N/N=C/c2ccccn2)n1
 : 1.2	2.3	25.4	nt	12.8*	-3.9	-2.4	8.2	-6.0	18.8*	18.2*
c1ccc(C2CC(c3ccccc3)C(c3ccccc3)N2)cc1 (centres undefined)
 : -0.4	4.8	-4.6	99.0	-0.8	-3.1	-3.4	12.6	2.0	2.4	1.9
Cc1noc(C)c1C(=O)NNc1cc(Cl)ccc1Cl
 : -2.2	4.6	0.4	nt	2.3	-15.7	9.2	-14.5	10.8	2.4	6.4
O=C1C(=O)N(Cc2ccncc2)C(c2ccccc2F)/C1=C(\O)c1ccc2c(c1)OCCO2 (centres undefined)
 : -3.1	68.8	22.6	106.0	-2.1	-4.6	-1.7	14.2	15.4	0.3	1.0
O=C(Nc1ccccc1N1CCOCC1)c1ccc2c(c1)OCO2
 : -2.7	6.2	nt	120.5	1.1	0.1	-3.0	1.7	12.9	0.1	-1.4
Cc1cc(N2CCN(c3ccccn3)CC2)n2c(nc3ccccc32)c1C#N
 : -1.1	nt	1.9	101.3	nt	3.9	7.4	-6.3	5.9	3.3	nt
COc1ccc2c(c1)CCc1cc(C(=O)O)sc1-2
 : -0.6	3.4	2.7	85.2	-1.2	8.6	3.8	-4.2	3.1	3.7	2.7
CC(=O)N1c2ccc(S(=O)(=O)N3CCCC3C(=O)NCc3ccccc3Cl)cc2CC1C (centres undefined)
 : -0.4	-9.2	nt	108.4	-0.9	-3.2	5.6	-15.4	2.0	2.1	4.2
Cc1ccc(C(=O)N(CC(=O)NC2CCCC2)Cc2cccs2)s1
 : -2.0	-14.4	nt	76.1*	-1.4	11.3	-0.8	-19.3	10.6	1.3	6.6
Cc1ccc2c(c1)NC(=O)C(CC(=O)Nc1ccc(Br)c(C)c1)O2 (centres undefined)
 : -1.0	114.6	9.3	107.5	0.2	-4.8	2.4	-8.6	4.3	2.0	-0.7
